# PfM18AAP inh – PfM18AAP enzyme inhibition; recombinant PfM18AAP, H-Glu-NHMec fluorogenic cleavage; inhibition, % at 7.35 µM; 290,000 compounds, 1.2% hits;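 active = inhibition above the campaign mean inhibition over all tested compounds plus 3 SD, cut at about 28% in these data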;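 also: 0% = plate median of test compound wells and 100% = 2 mM ZnCl2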
# IMP-1 inhibitor – inhibitors of Pseudomonas aeruginosa IMP-1 metallo-beta-lactamase. purified IMP-1, nitrocefin hydrolysis, epi-absorbance fluorescence. inhibition, % at 5.6 µM. 290,000 compounds, 0.45% hits. AID 1556;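 active = inhibition above the mean plus 3 SD of all compounds in the same screening run, cut at about 4.5% in these data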;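 also: 0% = IMP-1 with DMSO and 100% = DMSO wells lacking enzyme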
#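 System: Purified IMP-1 | Read-out basis: Percent enzyme inhibition | Controls: IMP-1 with DMSO as 0%, enzyme-free DMSO as 100% | Replicates: One well per compound | Doses: 5.6 µM nominal single concentration | Detection: Epi-absorbance fluorescence, 480 nm excitation, 530 nm emission | Incubation: 25 °C, 15 min preincubation, 25 min reaction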
# NS3 helicase inh – inhibitors of Hepatitis C virus NS3 helicase; NS3 helicase DNA unwinding, Cy5 molecular beacon fluorescence; 290,000 compounds, 0.56% hits; inhibition, % at 10.9 µM;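 active = inhibition above the mean of all tested compounds plus 3 SD, set per campaign, cut at about 35% in these data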;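 also: 0% = DMSO wells and 100% = thioflavine S control wells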
#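 assay system = NS3 helicase fragment of HCV | buffer or medium = MOPS pH 6.5, MgCl2, DTT, Tween20, BSA | timing = 60 min unwinding reaction at 25 °C after ATP addition | signal = Cy5 beacon fluorescence read at start and 1 h | read-out basis = % inhibition of unwinding | control set = low DMSO, high thioflavine S at 110 µM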
# FID counter – counter-screen for HCV NS3 helicase inhibitors: DNA intercalator displacement | DNA fluorescent intercalator displacement, fluorescence | inhibition, % at 7.9 µM | 290,000 compounds, 0.17% hits; in the data active = inhibition above about 37%;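 also: 0% = vehicle and 100% = reference compound; higher means more ethidium bromide displaced from hairpin DNA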
# UBC9 SUMO inh – SUMOylation inhibition; HTRF SUMOylation assay, SAE1/SAE2 + UBC9, in vitro; inhibition, % at 35 µM; 290,000 compounds, 0.36% hits; in the data active = inhibition above about 50%, passing the limit was not always enough; inconclusive = no clear call, values can overlap the other calls; also: strong numbers were not always called active
# Target sequence (P63279 whole entry, looked up): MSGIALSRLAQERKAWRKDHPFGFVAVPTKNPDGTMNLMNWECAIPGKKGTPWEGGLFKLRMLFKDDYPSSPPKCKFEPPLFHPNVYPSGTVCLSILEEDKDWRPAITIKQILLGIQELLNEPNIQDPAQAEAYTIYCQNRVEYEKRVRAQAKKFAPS
# MEKK2 mut-MEK5 – signal of MEK5 binding to mutant human MEKK2 PB1 domain; bead flow cytometry, Alexa488-MEK5 binding to MEKK2 mutant; percent response, % at 10 µM; 290,000 compounds, 0.35% hits; in the data active = percent response above about 24%, passing the limit was not always enough; also: inactives centre near 1; some results filed as inactive read as strong as hits
# VIM-2 inh – inhibitors of Pseudomonas aeruginosa VIM-2 metallo-beta-lactamase; purified VIM-2, nitrocefin hydrolysis, epi-absorbance fluorescence; inhibition, % at 5.6 µM; 290,000 compounds, 0.89% hits;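 active = inhibition above the mean of all tested compounds plus 3 SD, cutoff set per screening run, cut at about 7.5% in these data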;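 also: red hydrolysis product quenches plate fluorescence so inhibitors raise well fluorescence; 0% = enzyme with DMSO and 100% = DMSO without enzyme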
# MEKK2 WT-MEK5 – raises or lowers MEK5 binding to wildtype human MEKK2 PB1 domain; Q9Y2U5; bead flow cytometry, Alexa488-MEK5 binding to MEKK2 WT; actives lie on both sides; binding response (% of control), % at 10 µM; 290,000 compounds, 1.1% hits; AID 1531; in the data active = binding response below about 67% or above about 130%; inconclusive = no clear call, values can overlap the other calls; inactive = in between
# NALP1 yeast inh – blocks the NALP1 inflammasome reconstituted in yeast | 280,000 compounds, 0.61% hits | S. cerevisiae NALP1/ASC/caspase-1 growth, X-gal OD620, 72 h | inhibition, % at 10 µM; in the data active = inhibition mostly above about 24%, no sharp cut-off; inactive = mostly below about 32%; also: some compounds called inactive have numbers as strong as hits
# * hit, by the source's call; ? = inconclusive; / = not tested or not shown. No enrichment for hits; about 4.7% have a hit in one of these screens.
SMILES,PfM18AAP inh,IMP-1 inhibitor,NS3 helicase inh,FID counter,UBC9 SUMO inh,MEKK2 mut-MEK5,VIM-2 inh,MEKK2 WT-MEK5,NALP1 yeast inh
O=C(Oc1cccc2cccnc12)c1cccc([N+](=O)[O-])c1,-6,-0.8,-11,0,-3,7,-1.4,107,-9
Cc1ccc(C)c(N2CCN(S(=O)(=O)c3ccc(-c4cc(C)no4)s3)CC2)c1,-2,-0.5,-14,-16,11,-2,-5.3,95,-21
Cc1ccc(C2CC(=O)Nc3c2ccc2ccccc32)cc1[N+](=O)[O-] (stereo not drawn),-13,-1.1,-13,-2,0,-2,-0.9,100,27
CCc1nnc(NC(=O)c2ccc(S(=O)(=O)N3CCCC(C)C3)cc2)s1 (stereo not drawn),-6,-1.9,5,-27,-2,5,-3.7,103,6
O=C1CC(N2CCC(c3nc4ccccc4o3)CC2)C(=O)N1Cc1cccs1 (stereo not drawn),-164,-3.8,6,-29,19,2,1.8,105,22
COc1cc([C@@H]2C[C@H]3CN(c4ccccc4)C(=O)[C@]34CCCN24)cc(OC)c1OC,6,-1.4,-4,-11,4,-1,-1.8,95,7
COc1ccccc1NC(=O)Cn1cnc2sc(C(=O)NCc3ccco3)c(C)c2c1=O,0,-2.0,-6,-13,2,-5,1.3,90,10
CCOc1ncccc1C(=O)NC(C)CCc1ccccc1 (stereo not drawn),-9,-2.5,6,-23,6,-2,-2.5,99,7
O=C(CCC1CCCC1)Nc1ccc([N+](=O)[O-])cn1,2,-2.9,-5,6,-8,-2,-2.8,103,26
Cc1ccc(S(=O)(=O)c2ccc(Cl)cc2)cc1S(=O)(=O)NC(C)C(=O)O (stereo not drawn),3,-4.2,10,-19,-40,-1,-4.5,104,13
COc1ccc(S(=O)(=O)N2N=C(c3ccc(NS(C)(=O)=O)cc3)CC2c2ccco2)cc1 (stereo not drawn),7,-3.2,0,-14,-5,4,-1.6,84,26
C=CCN1C(=O)[C@@H]2Cc3c([nH]c4ccccc34)C(c3ccc(O)cc3)N2C1=S (stereo partly drawn),18,-3.0,-10,-12,-4,-5,-3.5,90,-8
Cc1ccc(Cl)cc1NC(=O)CNCC(c1ccccc1)N(C)C (stereo not drawn),5,-1.1,-4,7,-6,3,-4.8,110,-5
C/C(=N\NC(=O)c1ccccc1)c1ccc(N2CCOCC2)cc1,0,-0.4,-5,-4,16,14,1.4,114,-15
Cc1cc(C(F)(F)F)c(C#N)c(SCC(=O)Nc2nc3cc(Br)ccc3s2)n1,-6,0.8,12,-5,-9,0,-2.2,104,24
Cc1cccc(NC(=O)NNC(=O)c2sccc2-n2cccc2)c1,6,-2.7,-2,-4,-5,1,-3.3,104,0
O=C(Nc1ccc(F)cc1)c1nc2c(nnn2Cc2cccc3ccccc23)c(=O)[nH]1,-1,-1.9,9,-13,38,-2,-3.7,98,/
CCN1CCN(C(=O)Nc2cccc(C(F)(F)F)c2)CC1,-1,-4.9,-7,4,18,6,-1.6,105,15
COc1ccc(C(NC(=O)C(C)(C)C)NC(=O)C(C)(C)C)cc1,-12,0.2,-8,-1,4,3,-1.1,103,16
Nc1nc(SCC(=O)Nc2ccc3c(c2)OCO3)n[nH]1,-5,-2.5,16,1,3,0,-1.9,97,-3
O=C(CN1CCCCCC1=O)N1CCN(S(=O)(=O)c2cccs2)CC1,0,-2.0,-14,-5,-2,0,-1.2,103,24
COc1ccc(OC)c(NC(=O)c2cccnc2Sc2ccccc2)c1,-6,-1.1,-20,-9,1,-2,-3.9,99,/
COc1cccc2cc(C(=O)NC3CC(C)(C)NC(C)(C)C3)c(=O)oc12,-1,-2.8,17,13,/,-2,4.0,100,/
Cc1nc(C)c(-c2nnc(-c3cccc(S(=O)(=O)N(C)C)c3)o2)cc1C(=O)NN,3,-2.5,6,-3,-18,2,-3.1,103,32
CC(=O)Nc1ccc(NC2CCCCC2NS(=O)(=O)c2ccc(Cl)cc2)cc1 (stereo not drawn),10,-0.6,5,-16,-2,13,-1.8,103,-7
O=C(N/N=C/c1oc(O)c2ccccc12)c1ccccc1,-3,-1.4,-7,-6,9,-8,-0.5,92,-13
O=C(c1nc2n(n1)C(c1ccc(Cl)cc1)C=C(c1ccccc1)N2)N1CCOCC1 (stereo not drawn),-2,-3.0,5,-31,42,/,-2.1,/,31*
CCCCC(c1nnnn1CS(=O)(=O)c1ccc(C)cc1)N1CCN(c2ccccc2)CC1 (stereo not drawn),-4,-2.3,-14,-3,-3,/,-3.7,/,24
O=C(CSc1nnc(-c2ccco2)o1)c1ccc[nH]1,7,-3.3,19,5,41,0,-3.0,101,5
O=C(O)CSCc1nc2scc(-c3ccccc3)c2c(=O)[nH]1,0,-3.3,14,-13,16,-4,-2.5,99,2
COc1ccc(-c2ccc(OC)c([C@H]3[C@H]4C=CC[C@@H](C)[C@@H]4C(=O)N3Cc3ccccc3)c2)cc1C,/,/,/,/,12,2,/,89,14
Cc1cc(-c2onc(C)c2C(N)=O)no1,2,1.0,-7,-3,8,-7,-3.3,97,11
COc1ccc(C(=O)N2CCN(c3cccc(Cl)c3)CC2)cc1,-3,-2.4,-4,-30,-2,0,-2.8,98,8
CC(/C=C1\SC(=S)N(C(C(=O)O)c2ccccc2)C1=O)=C\c1ccccc1 (stereo not drawn),5,-0.8,32,-21,/,-4,-0.3,83,-12
CC(C)(C)N=C1NN=C(c2ccc(Cl)cc2)CS1,-2,-0.7,-8,2,2,-4,-2.8,97,/
CSc1cccc(NC(=O)c2ccccn2)c1,8,-1.8,-1,-3,1,-8,-2.7,91,-12
CN(Cc1ccccc1)C(=O)CN1C(=O)C2C3C=CC(C3)C2C1=O (stereo not drawn),-4,-3.5,-1,-6,18,-1,1.4,101,-109
Cc1cccc(-c2oc3ccc(-c4ccc5c(c4)OCO5)cc3c2C(=O)OCc2ccc(O)cc2)c1,3,-2.0,9,-1,30,-4,-4.1,97,-3
CCC1CCCCN1CCCNC(=O)Cn1nc(-c2ccc(C)cc2)ccc1=O (stereo not drawn),3,-1.7,-7,11,8,9,-1.2,111,1
CCNC(=S)N1CCN(S(=O)(=O)c2ccccc2C(F)(F)F)CC1,4,-1.9,-8,0,4,-2,0.8,98,-18

# Only PfM18AAP inh, for 2 of the compounds above:
Compound,PfM18AAP inh
Cc1nc(C)c(-c2nnc(-c3cccc(S(=O)(=O)N(C)C)c3)o2)cc1C(=O)NN,3
CC(=O)Nc1ccc(NC2CCCCC2NS(=O)(=O)c2ccc(Cl)cc2)cc1 (stereo not drawn),10

# Additional records
SMILES,PfM18AAP inh,IMP-1 inhibitor,NS3 helicase inh,FID counter,UBC9 SUMO inh,MEKK2 mut-MEK5,VIM-2 inh,MEKK2 WT-MEK5,NALP1 yeast inh
CCN(CC)CCN1C(=O)C(=O)/C(=C(/O)c2c(C)[nH]c(C(=O)OC)c2C)C1c1ccc(C)o1 (stereo not drawn),-2,-2.0,2,-4,0,1,-1.4,97,11
CCc1cc2cc(OC)ccc2nc1SCC(=O)NNC(=O)c1ccco1,-2,0.1,-9,-20,-8,-7,1.2,97,-7
Cc1ccc(S(=O)(=O)N[C@H](C(=O)Oc2ccc3c(C(F)(F)F)cc(=O)oc3c2)c2ccccc2)cc1,0,-0.5,4,0,?,0,2.5,101,20
O=C1CC(c2ccccc2)n2nc(NC(=O)c3ccccc3)nc2N1 (stereo not drawn),0,-1.7,4,2,-23,-4,-1.5,95,-2
CCNC(=O)c1sc(-c2ccccc2)nc1C,6,-2.1,-6,3,3,-3,-1.9,99,8
Cc1ccc(C(=O)Nc2cc3c(cc2N2CCCCC2)n(C)c(=O)n3C)cc1,5,-1.6,-4,-17,-1,2,-1.9,103,-2
O=C(NC(=S)NN1CCCCC1c1cccnc1)c1ccc(Cl)cc1Cl (stereo not drawn),6,-3.9,8,-16,1,-16,-4.2,96,-14
CC(C)(C)N1C(=O)c2ccc(C(=O)Nc3ccc(-c4nc5ccccc5[nH]4)cc3)cc2C1=O,-5,-3.0,15,-2,12,-1,-2.0,102,17
CCCCn1c(SCC(=O)c2ccc(OC)cc2OC)nc2cc(S(N)(=O)=O)ccc21,7,-1.9,2,-26,1,-6,-1.8,95,-9
CCOc1ccc(C(=O)NC(=S)NC2CCCC2)cc1[N+](=O)[O-],0,-5.8,-9,-2,-11,1,-0.6,104,-6
O=C(Cn1ncc2c(=O)oc3ccccc3c21)NCCc1ccsc1,-8,-2.7,-2,-2,-2,7,-2.5,116,29
CCOC(=O)C1CCCN(c2nc3ccccc3nc2C(C#N)C(=O)NCc2ccccc2)C1 (stereo not drawn),-8,-3.5,1,-1,13,1,-0.8,94,27
Cc1c(C(=O)N/N=C/c2ccc(O)c(Br)c2)sc(N)c1C#N,6,-4.3,-5,1,11,0,-5.4,97,20
Cc1ccc(C(=O)NCc2ccccn2)cc1NC1=NC2CS(=O)(=O)CC2S1 (stereo not drawn),-2,-4.5,-2,-6,5,3,0.0,104,-2
O=C(/C=C/c1ccco1)NC(=S)Nc1ccccc1N1CCCC1,11,-0.6,15,-11,9,-2,3.8,94,3
O=C(CN1CCN(c2ccc(F)cc2)CC1)N1CCC(Cc2ccccc2)CC1,10,-5.1,-25,2,8,11,0.5,112,31*

# An excerpt from above in order of the NALP1 yeast inh value, lowest first.
structure,PfM18AAP inh,IMP-1 inhibitor,NS3 helicase inh,UBC9 SUMO inh,MEKK2 mut-MEK5,VIM-2 inh,MEKK2 WT-MEK5,NALP1 yeast inh
C/C(=N\NC(=O)c1ccccc1)c1ccc(N2CCOCC2)cc1,0,-0.4,-5,16,14,1.4,114,-15
O=C(N/N=C/c1oc(O)c2ccccc12)c1ccccc1,-3,-1.4,-7,9,-8,-0.5,92,-13
CC(=O)Nc1ccc(NC2CCCCC2NS(=O)(=O)c2ccc(Cl)cc2)cc1 (stereo not drawn),10,-0.6,5,-2,13,-1.8,103,-7

# Record cards (already shown):
# Cc1ccc(C(=O)Nc2cc3c(cc2N2CCCCC2)n(C)c(=O)n3C)cc1 is listed as PfM18AAP inh = 5; IMP-1 inhibitor = -1.6; NS3 helicase inh = -4; FID counter = -17; UBC9 SUMO inh = -1; MEKK2 mut-MEK5 = 2; VIM-2 inh = -1.9; MEKK2 WT-MEK5 = 103; NALP1 yeast inh = -2
# O=C1CC(c2ccccc2)n2nc(NC(=O)c3ccccc3)nc2N1 (stereo not drawn) is listed as PfM18AAP inh = 0; IMP-1 inhibitor = -1.7; NS3 helicase inh = 4; FID counter = 2; UBC9 SUMO inh = -23; MEKK2 mut-MEK5 = -4; VIM-2 inh = -1.5; MEKK2 WT-MEK5 = 95; NALP1 yeast inh = -2
# O=C(CN1CCN(c2ccc(F)cc2)CC1)N1CCC(Cc2ccccc2)CC1 is listed as PfM18AAP inh = 10; IMP-1 inhibitor = -5.1; NS3 helicase inh = -25; FID counter = 2; UBC9 SUMO inh = 8; MEKK2 mut-MEK5 = 11; VIM-2 inh = 0.5; MEKK2 WT-MEK5 = 112; NALP1 yeast inh = 31*
